UbGFP stabilizer – inhibits proteasome, raising ubiquitin-GFP reporter fluorescence; AID 526; Potency, µM (titrated, usually from 45.9 µM), for the others: at the highest dose activation (GFP accumulation), most hits filed as activators; 67,000 tested, under 10 active; Ubiquitin-GFP reporter cells, proteasome inhibition, GFP fluorescence; response scale: untreated = 0%, 10 µM MG-132 = 100%; active = well fitted activation curve with a large enough effect, not every such curve was filed as active; inconclusive = small, poorly fitted or top-dose-only effect, or another doubt; inactive = no such curve, though single readings can be large or run the other way; note: potency is the fitted concentration of half-maximal effect
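U2OS cells expressing ubiquitin(G76V)-GFP, seeded overnight in 0.5% FBS medium, then treated 4 hr at 37 C across 46 uM to 2.9 nM. GFP-positive cells counted by laser cytometry (488 ex/515 em); %activity scaled between basal and 10 uM MG-132.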
Tau fil binding – binders of human tau filaments; recombinant tau filaments, thioflavin S fluorescence, 15 h; filaments grown with octadecylsulfate alongside compound; 2% of 71,000 active; Potency, µM (top dose mostly 57.1 µM), for inactives: at the top dose activity change, negative = inhibition; AID 596;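 note: potency is the fitted concentration of half-maximal effect; % is set by controls: 0 for no effect and ±100 for the full control effect; actives lower thioflavin S fluorescence by blocking filaments or displacing dye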
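ThS-based fibril read: tau 1 uM final, inducer ODS 30 uM final, 37 C for 15 h, ex 450/em 510 nm.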
CRE-bla Fsk – modulators of forskolin-stimulated CRE signaling in CHO cells; CHO CRE-bla reporter (cAMP response element driving beta-lactamase), forskolin EC10, beta-lactamase ratio; Potency, µM (titrated, usually from 38.2 µM), for inactives: at the top dose activity change, negative = inhibition, most hits filed as activators; 2.5% of 71,000 active; active = well fitted activation curve with a large enough effect in the signal ratio, with a control signal flat, not every such curve was filed as active; inconclusive = small, poorly fitted or top-dose-only effect, or effect the other way, or a change in a side signal; the % refers to the signal ratio; note: potency is the fitted concentration of half-maximal effect; % of control where 0% means no effect
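Reporter-gene assay: CHO cells with beta-lactamase behind cAMP responsive elements, co-treated with compound and EC10 NKH 477 for 3 hours at 37 degrees Celsius. Activity came from the 460/530 nm CCF4 emission ratio.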
Hsp90 Hop PPI – changes Hsp90-Hop TPR2A binding signal, up or down; AlphaScreen TPR2A-His6 binding biotin-Hsp90 C-terminal peptide; AID 595; 0.44% of 71,000 active; Potency, µM (top dose mostly 57 µM), inactives show at the highest dose activity change, negative = inhibition; active = well fitted curve in either direction with a large enough effect; inconclusive = small, poorly fitted or top-dose-only effect, or another doubt; note: potency is the fitted concentration of half-maximal effect; % is set by controls: 0 for no effect and ±100 for the full control effect; many of its hits are not listed in these tables
HBB splicing – hemoglobin beta splicing modulation | HBB splicing reporter cell assay, activation; EGFP reporter with mutant IVS2-654 intron; response scale: normalised to 500 nM splice-correcting PNA | Potency, µM (doses to about 46.1 µM), inactives show at the highest dose activation, hits mostly activators | 0.06% of 65,000 active | AID 925; note: potency is the fitted concentration of half-maximal effect; 0% is about no effect
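HeLa cells stably expressing EGFP interrupted by mutant beta-globin intron 2 (IVS2-654), 500/well in 2% FCS. Treated with compound for 2 days at 37C. Splicing correction scored as total well GFP intensity (488 nm excitation, 500-520 nm emission); 500 nM antisense PNA served as control.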
HADH2 inh – HADH2 (human) dehydrogenase inhibition; Q99714; recombinant HADH2, NADH fluorescence, beta-hydroxybutyryl-CoA; Potency, µM (top dose mostly 57.1 µM), for inactives: at the highest dose activity change, negative = inhibition, actives largely listed as inhibitors; 3.4% of 73,000 active; note: potency is the fitted concentration of half-maximal effect; % is set by controls: 0 for no effect and ±100 for the full control effect; nearly all actives have a fitted effect of over 60% in size; many of its hits are not listed in these tables
Target sequence (Q99714 whole entry, looked up, one chain of several): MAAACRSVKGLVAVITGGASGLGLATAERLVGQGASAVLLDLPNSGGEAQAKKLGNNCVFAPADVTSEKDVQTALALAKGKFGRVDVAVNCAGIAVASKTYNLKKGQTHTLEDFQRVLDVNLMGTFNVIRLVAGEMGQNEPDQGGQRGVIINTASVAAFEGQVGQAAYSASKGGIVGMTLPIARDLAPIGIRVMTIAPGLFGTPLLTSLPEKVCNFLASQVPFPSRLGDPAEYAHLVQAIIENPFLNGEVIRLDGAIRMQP
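E. coli-expressed His-tagged HADH2 tested at 20 nM in alkaline Tris buffer (pH 9.0); oxidation of 90 uM beta-hydroxybutyryl-CoA with 1 mM NAD+ tracked fluorimetrically for 4 min.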
Epigenetic mod – derepresses silenced GFP locus in mouse C127i cells. 0.09% of 68,000 active. Potency, µM (top dose mostly 46.1 µM), for the others: at the top dose GFP derepression (activation). AID 597. mouse C127i GFP locus derepression, cytometry, 30 h; note: % of control where 0% means no effect
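Derepression screen: silenced CMV-GFP reporter in murine C127i cells, 30 h compound incubation at 37 C, washed cells imaged by laser-scanning cytometer to enumerate GFP-expressing objects of 20 to 120 um.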
DNA Pol III inh – blocks replication by bacterial DNA polymerase III holoenzyme. reconstituted DNA polymerase III holoenzyme replication, biochemical. Potency, µM (top dose mostly 57.1 µM), for inactives: at the top dose activity change, negative = inhibition. 0.25% of 71,000 active. AID 603; note: potency is the fitted concentration of half-maximal effect; % is set by controls: 0 for no effect and ±100 for the full control effect
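Reconstituted *E. coli* holoenzyme (0.35 nM Pol III, 1 nM beta, 154 nM SSB, 2 nM primase) was preincubated with compound for 15 min at RT. Synthesis on 1.4 nM ssM13Gori ran 35 min, then was stopped with PicoGreen/EDTA and read as dsDNA fluorescence.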
Luciferase inh – blocks Photinus pyralis firefly luciferase activity; P08659; purified firefly luciferase, luminescence, 8 min; Potency, µM (series often up to 57.1 µM), inactives show at the top dose activity change, negative = inhibition, actives largely listed as inhibitors; 2.2% of 72,000 active; AID 411; note: potency is the fitted concentration of half-maximal effect; % is set by controls: 0 for no effect and ±100 for the full control effect; nearly all actives have a fitted effect of over 40% in size
Target sequence (P08659 whole entry, looked up): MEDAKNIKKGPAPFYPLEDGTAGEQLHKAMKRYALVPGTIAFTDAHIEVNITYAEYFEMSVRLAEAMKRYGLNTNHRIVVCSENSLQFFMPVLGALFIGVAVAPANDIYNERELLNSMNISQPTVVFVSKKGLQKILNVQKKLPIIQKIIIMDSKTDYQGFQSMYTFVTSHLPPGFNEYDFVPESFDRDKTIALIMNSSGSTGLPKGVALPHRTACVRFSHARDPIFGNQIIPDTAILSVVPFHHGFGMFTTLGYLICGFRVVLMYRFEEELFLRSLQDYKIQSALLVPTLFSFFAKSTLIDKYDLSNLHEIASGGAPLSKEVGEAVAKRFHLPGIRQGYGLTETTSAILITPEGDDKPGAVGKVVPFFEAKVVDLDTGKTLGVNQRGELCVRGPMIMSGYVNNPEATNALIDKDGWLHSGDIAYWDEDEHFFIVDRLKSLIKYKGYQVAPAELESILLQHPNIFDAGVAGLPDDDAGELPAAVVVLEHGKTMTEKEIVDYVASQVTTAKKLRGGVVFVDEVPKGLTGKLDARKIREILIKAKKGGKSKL
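Compounds were tested as concentration series (qHTS) against purified P. pyralis luciferase with luciferin and 10 uM ATP in 50 mM imidazole pH 7.2, 50 mM KCl, 7 mM MgCl2, 0.01% Tween 20, 0.05% BSA. Luminescence was read after 8 min at ambient temperature.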
ALOX15 inhib – inhibitors of human 15-lipoxygenase (ALOX15); purified 15hLO-1, xylenol orange hydroperoxide absorbance; 1.4% of 74,000 active; Potency, µM (highest dose often 57.1 µM), without a hit: at the top dose activity change, negative = inhibition, hits mostly inhibitors; P16050; note: potency is the fitted concentration of half-maximal effect; % is set by controls: 0 for no effect and ±100 for the full control effect; nearly all actives have a fitted effect of over 55% in size
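40 nM 15hLO-1 + cpd, 15 min RT; start w/ 50 uM AA (final), 6 min RT; stop/detect w/ 200 uM XO + 300 uM Fe(II) in 50 mM H2SO4, 30 min; A573/A405. Buffer 25 mM Hepes pH 7.5, 0.01% Triton X-100. No-enzyme wells as negative control.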
ERK AVP block – blocks ERK signaling stimulated by vasopressin | HEK293-V1b, vasopressin-stimulated pERK AlphaScreen | Potency, µM (top dose mostly 57.5 µM), for inactives: top-dose activity, negative = inhibition, actives largely listed as inhibitors | 0.99% of 72,000 active | AID 995; note: potency is the fitted concentration of half-maximal effect; % is set by controls: 0 for no effect and ±100 for the full control effect; nearly all actives have a fitted effect of over 55% in size
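V1b-HEK293 cells; cpd 30 min 37C; 25 nM vasopressin 5 min; lyse 10 min; AlphaScreen beads 5 hr RT. Normalized to DMSO basal and 25 nM vasopressin; AC50 by Hill fit.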
* hit, by the source's call; u = inconclusive; x = no result given; [ ] = another dose, or the depositor's remark. Unless noted, calls come from the whole dose curve; as a rule, active = well fitted curve in the direction sought with a large enough effect; inconclusive = small, poorly fitted or top-dose-only effect, or another doubt; inactive = no such curve, though single readings can be large; an effect the other way counts as inactive or inconclusive. Not all compounds are listed; count on the stated rates, not on these rows.

Results follow in this order: UbGFP stabilizer	Tau fil binding	CRE-bla Fsk	Hsp90 Hop PPI	HBB splicing	HADH2 inh	Epigenetic mod	DNA Pol III inh	Luciferase inh	ALOX15 inhib	ERK AVP block
> CN1C(=O)C2(NCCc3c2[nH]c2ccccc32)c2ccccc21 (centres undefined)
    -2%	-14%	u	-2%	0.3%[0.369 µM]	6%	2%	1%	-1%	9%	-20%
> Cc1ccc(C(C(=O)NCc2ccco2)N(CC2CCCO2)C(=O)Cn2nnc3ccccc32)cc1 (centres undefined)
    0%	2%	-7%	-1%	-0.1%[57.5 µM]	3%	-3%	-6%	0%	5%	-14%
> c1ccc(-n2ncc3c2ncn2cnnc32)cc1
    -3%	11%	-4%	2%	-4.1%	8%	2%	0%	-2%	-8%	-9%
> Cc1nc(N2CCN(c3ccccc3)CC2)nc2c1C(=O)CCC2
    3%	0%	u	4%	3.4%[57.5 µM]	-1%	0%	-8%	1%	-3%	-28%
> Cc1cccc(OCC(=O)Nc2cc(C)ccc2O)c1
    6%	4%	u	-2%	0.0%	-9%	3%	-6%	-4%	-11%	u
> CCOC(=O)CCc1c(C)c2ccc(OCc3nn[nH]n3)cc2oc1=O
    -4%	8%	-7%	-2%	2.4%[57.5 µM]	20µM*	-2%	-6%	1%	-5%	-19%
> Nc1nc2c(s1)CCc1c-2cnn1-c1ccccc1
    -1%	20µM*	u	-26%	-0.6%	1.3µM*	2%	u	7.9µM*	2.5µM*	25µM*
> CCOc1ccc2ccccc2c1CNCCN1CCOCC1
    -2%	-1%	-6%	-1%	-0.4%[57.5 µM]	11%	0%	-3%	-1%	7%	-5%
> COc1cccc(Nc2nnc(SCn3nnc4ccccc4c3=O)s2)c1
    -3%	-5%	u	-3%	-3.0%	-11%	-1%	-4%	0%	-26%	-20%
> S=c1[nH]nc(Cc2ccccc2)n1Cc1ccco1
    4%	4%	-9%	-10%	-0.7%	-1%	4%	-6%	-4%	-3%	-9%
> Cn1c(=O)c2c(nc3sccn32)n(C)c1=O
    5%	0%	u	-3%	0.7%	-9%	0%	-5%	0%	14%	-12%
> O=C(NCc1ccccn1)NC12CC3CC(CC(C3)C1)C2
    -1%	-6%	8%	-17%	-1.0%	10%	3%	4%	3%	-1%	-8%
> O=C(Cc1ccc(S(=O)(=O)N2CCCC2)s1)N1CCOCC1
    -3%	7%	-4%	-4%	0.4%[57.5 µM]	-11%	0%	-10%	1%	3%	-10%
> Cn1c(SCC(=O)N2CCOCC2)nnc1-c1ccccc1
    2%	-3%	5%	-3%	-0.1%	-5%	2%	-6%	8%	-4%	-12%
> CCC(=O)Nc1ccccc1C(=O)N1CCOCC1
    -4%	2%	-3%	-3%	0.5%	-9%	-2%	1%	2%	1%	-7%
> COc1cccc2cc(C(=O)C3=C(O)C(=O)N(CCCN4CCOCC4)C3c3ccncc3)oc12 (centres undefined)
    -2%	8%	1%	0%	-1.6%[57.5 µM]	4%	-2%	-6%	1%	-2%	0%
> CCOc1cccc(C2C(C(=O)c3ccco3)=C(O)C(=O)N2Cc2ccncc2)c1 (centres undefined)
    3%	-11%	-4%	-3%	x	-11%	0%	-2%	4%	-10%	-7%
> CCN(CC(=O)NC(=O)NCc1ccco1)Cc1nc2ccccc2c(=O)[nH]1
    -3%	19%	u	-6%	-2.4%	-12%	0%	-3%	-2%	u	16%
> CCN(CC)P(=O)(C(NC(=O)OC)C(F)(F)C(F)(F)C(F)(F)C(F)F)N(CC)CC (centres undefined)
    3%	407%	-13%	-3%	-2.6%	20%	-3%	4%	0%	6%	5%
> O=C(c1ccc(CS(=O)(=O)c2ccccc2)o1)N1CCOCC1
    3%	-4%	-1%	-5%[2.3 µM]	-0.5%	-12%	x	3%	5%	5%	-2%

(further entries)
Results follow in this order: UbGFP stabilizer	Tau fil binding	CRE-bla Fsk	Hsp90 Hop PPI	HBB splicing	HADH2 inh	Epigenetic mod	DNA Pol III inh	Luciferase inh	ALOX15 inhib	ERK AVP block
> O=C(CCc1nc(-c2ccccc2)no1)Nc1cc(C(F)(F)F)ccc1Cl
    11%	14%	-15%	6%	1.2%[1.84 µM]	u	-2%	-1%	-5%	-4%	-1%
> COc1ccc(-c2ocnc2C(=O)Nc2ccccc2N2CCCCC2)cc1
    -4%	13%	u	-3%	0.6%	u	-4%	-5%	4%	-3%	29%
> CS(=O)(=O)N(Cc1ccccc1)c1ccc(C(=O)N2CCOCC2)cc1
    11%	11%	2%	-3%	0.3%	5%	-2%	-1%	0%	7%	-5%
> COc1cc(NS(=O)(=O)N2CCCC2)cc(OC)c1OC
    -1%	-1%	4%	1%	-0.9%	8%	-2%	2%	0%	12%	-12%
> O=c1ccc2cc(O)c(O)cc2o1
    1%[20.5 µM]	143%[25.6 µM]	u	-6%[26 µM]	-0.4%[20.6 µM]	13µM*	0%[20.6 µM]	-2%[25.6 µM]	8%[25.5 µM]	u	-18%
> O=C(O)c1cc(Nc2nc(N3CCOCC3)nc(N3CCOCC3)n2)ccc1Cl
    1%	-5%	-8%	-4%	-0.7%	30%	0%	0%	3%	-4%	-5%
> COCC(C)NC(=O)c1cccc(Cl)c1 (centres undefined)
    -3%	-2%	-1%	-1%	-1.7%	-3%	0%	-4%	2%	14%	-14%
> OCc1c[nH]c2ccccc12
    x	15%	-20%	0%	-1.2%	-20%	x	2%	x	-18%	1%
> Clc1nc(NCCc2ccccc2)c2ncn(-c3ccccc3)c2n1
    -7%[9.17 µM]	24%[11.4 µM]	16%[7.6 µM]	5%[11 µM]	-1.8%[9.22 µM]	9%[11.4 µM]	9%[9.22 µM]	-7%[11.4 µM]	1%[11.4 µM]	x	x
> Cc1ccc(S(=O)(=O)N2CCCC2C(=O)OCc2ccco2)cc1 (centres undefined)
    -8%	-2%	u	u	-0.2%	-7%	0%	4%	3%	-1%	32%
> CCCc1[nH]nc2c1C(c1ccc(OC(=O)N3CCOCC3)cc1)C(C#N)=C(N)O2 (centres undefined)
    3%	-2%	5%	5%	-0.2%	-3%	4%	7%	-3%	-14%	17%
> CCOc1cc(CNc2ccc3[nH]c(=O)[nH]c3c2)ccc1OCC(=O)NC(C)(C)C
    7%	u	-3%	-6%	-0.4%	11%	5%	-14%	0%	-20%	-28%
> COc1ccc(N2C(=O)NC3CC2(C)Oc2ccccc23)cc1OC (centres undefined)
    -7%	4%	0%	-1%	-0.6%	6%	0%	-4%	4%	21%	8%
> N#Cc1nc(-c2ccco2)oc1NCCc1ccccc1
    0%	-11%	18%	-14%	-2.7%[0.369 µM]	u	0%	-7%	-10%	5%	-28%
> Cc1ccc(S(=O)(=O)NCCOc2nc(N(C)C)nc(N3CCOCC3)n2)cc1
    2%	46%	u	-7%	-1.7%	6%	2%	1%	3%	-4%	-13%
> Cc1ccc(SCCNS(=O)(=O)c2ccc3c(c2)OCCO3)cc1
    18%	-19%	u	4%	-0.8%	-3%	-3%	0%	2%	-14%	-24%
> COc1ccc(C(C)=O)c2c(O)cccc12
    6%	u	16%	-7%	-0.3%[57.5 µM]	-10%	2%	-3%	1%	-1%	-17%
> O=C(c1cccc(F)c1)N1CCN=C1SCc1cccnc1
    0%	3%	-10%	-2%	1.0%	3%	0%	-4%	-2%	-11%	-6%
> Cc1cc(N(CC(=O)O)S(C)(=O)=O)ccc1Br
    3%	0%	-5%	-2%	-0.4%	0%	2%	-7%	1%	4%	-9%
> O=C(Nc1ccccc1-c1ccccc1)NC1CCN(C(=O)N2CCOCC2)CC1
    7%	6%	-10%	3%	x	0%	-1%	2%	2%	0%	-11%

Compound activity from PubChem.
